Bioassay records as filed in PubChem BioAssay.
PI4K2A inh: blocks human PI4K2A kinase activity | Q9BTU6 | purified PI4K2A, ADP-Glo luminescence, 1 h; stronger effect = lower value | hit rate 0.13% among 420,000 | activity change, negative = inhibition, % at 76.9 µM; in the data active means activity change below about -50%; inconclusive means mostly about -30% to -49%;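 further: -100% = wells without enzyme as full effect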
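PI4K2A activity was measured by ADP-Glo luminescence: enzyme (4 ug/mL stock) and phosphatidylinositol (1.2 mM stock) in Tris pH 7.5/MgCl2/EGTA/Triton X-100 buffer were reacted with ATP (300 microM stock) for one hour at ambient temperature.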
G9a inh: blocks human histone lysine methyltransferase G9a. Potency, µM (top dose mostly 102 µM), for inactives: top-dose activity, negative = inhibition, hits mostly inhibitors. G9a H3K9 monomethylation, AlphaScreen, 2 h. hit rate 8.8% among 350,000; further: potency means the concentration at half of the fitted maximal effect; on the % scale 0 is the no-effect control and ±100 the full control effect; nearly all actives have a fitted effect of over 75% in size
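Step 1: enzyme (final 20 nM) with compound, 15 min RT. Step 2: substrate peptide 500 nM and SAM 20 uM, 2 h RT. Step 3: anti-H3K9me1 antibody and AlphaScreen beads, 10 min, then plate read.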
BAZ2B block: BAZ2B (human) inhibition; AlphaScreen BAZ2B-H3K14Ac peptide displacement; Q9UIF8; Potency, µM (doses to about 114 µM), without a hit: at the highest dose activity change, negative = inhibition, usual class: inhibitors; AID 504333; hit rate 4.4% among 360,000; further: potency means the concentration at half of the fitted maximal effect; on the % scale 0 is the no-effect control and ±100 the full control effect; nearly all actives have a fitted effect of over 60% in size
Target sequence (Q9UIF8 whole entry, looked up): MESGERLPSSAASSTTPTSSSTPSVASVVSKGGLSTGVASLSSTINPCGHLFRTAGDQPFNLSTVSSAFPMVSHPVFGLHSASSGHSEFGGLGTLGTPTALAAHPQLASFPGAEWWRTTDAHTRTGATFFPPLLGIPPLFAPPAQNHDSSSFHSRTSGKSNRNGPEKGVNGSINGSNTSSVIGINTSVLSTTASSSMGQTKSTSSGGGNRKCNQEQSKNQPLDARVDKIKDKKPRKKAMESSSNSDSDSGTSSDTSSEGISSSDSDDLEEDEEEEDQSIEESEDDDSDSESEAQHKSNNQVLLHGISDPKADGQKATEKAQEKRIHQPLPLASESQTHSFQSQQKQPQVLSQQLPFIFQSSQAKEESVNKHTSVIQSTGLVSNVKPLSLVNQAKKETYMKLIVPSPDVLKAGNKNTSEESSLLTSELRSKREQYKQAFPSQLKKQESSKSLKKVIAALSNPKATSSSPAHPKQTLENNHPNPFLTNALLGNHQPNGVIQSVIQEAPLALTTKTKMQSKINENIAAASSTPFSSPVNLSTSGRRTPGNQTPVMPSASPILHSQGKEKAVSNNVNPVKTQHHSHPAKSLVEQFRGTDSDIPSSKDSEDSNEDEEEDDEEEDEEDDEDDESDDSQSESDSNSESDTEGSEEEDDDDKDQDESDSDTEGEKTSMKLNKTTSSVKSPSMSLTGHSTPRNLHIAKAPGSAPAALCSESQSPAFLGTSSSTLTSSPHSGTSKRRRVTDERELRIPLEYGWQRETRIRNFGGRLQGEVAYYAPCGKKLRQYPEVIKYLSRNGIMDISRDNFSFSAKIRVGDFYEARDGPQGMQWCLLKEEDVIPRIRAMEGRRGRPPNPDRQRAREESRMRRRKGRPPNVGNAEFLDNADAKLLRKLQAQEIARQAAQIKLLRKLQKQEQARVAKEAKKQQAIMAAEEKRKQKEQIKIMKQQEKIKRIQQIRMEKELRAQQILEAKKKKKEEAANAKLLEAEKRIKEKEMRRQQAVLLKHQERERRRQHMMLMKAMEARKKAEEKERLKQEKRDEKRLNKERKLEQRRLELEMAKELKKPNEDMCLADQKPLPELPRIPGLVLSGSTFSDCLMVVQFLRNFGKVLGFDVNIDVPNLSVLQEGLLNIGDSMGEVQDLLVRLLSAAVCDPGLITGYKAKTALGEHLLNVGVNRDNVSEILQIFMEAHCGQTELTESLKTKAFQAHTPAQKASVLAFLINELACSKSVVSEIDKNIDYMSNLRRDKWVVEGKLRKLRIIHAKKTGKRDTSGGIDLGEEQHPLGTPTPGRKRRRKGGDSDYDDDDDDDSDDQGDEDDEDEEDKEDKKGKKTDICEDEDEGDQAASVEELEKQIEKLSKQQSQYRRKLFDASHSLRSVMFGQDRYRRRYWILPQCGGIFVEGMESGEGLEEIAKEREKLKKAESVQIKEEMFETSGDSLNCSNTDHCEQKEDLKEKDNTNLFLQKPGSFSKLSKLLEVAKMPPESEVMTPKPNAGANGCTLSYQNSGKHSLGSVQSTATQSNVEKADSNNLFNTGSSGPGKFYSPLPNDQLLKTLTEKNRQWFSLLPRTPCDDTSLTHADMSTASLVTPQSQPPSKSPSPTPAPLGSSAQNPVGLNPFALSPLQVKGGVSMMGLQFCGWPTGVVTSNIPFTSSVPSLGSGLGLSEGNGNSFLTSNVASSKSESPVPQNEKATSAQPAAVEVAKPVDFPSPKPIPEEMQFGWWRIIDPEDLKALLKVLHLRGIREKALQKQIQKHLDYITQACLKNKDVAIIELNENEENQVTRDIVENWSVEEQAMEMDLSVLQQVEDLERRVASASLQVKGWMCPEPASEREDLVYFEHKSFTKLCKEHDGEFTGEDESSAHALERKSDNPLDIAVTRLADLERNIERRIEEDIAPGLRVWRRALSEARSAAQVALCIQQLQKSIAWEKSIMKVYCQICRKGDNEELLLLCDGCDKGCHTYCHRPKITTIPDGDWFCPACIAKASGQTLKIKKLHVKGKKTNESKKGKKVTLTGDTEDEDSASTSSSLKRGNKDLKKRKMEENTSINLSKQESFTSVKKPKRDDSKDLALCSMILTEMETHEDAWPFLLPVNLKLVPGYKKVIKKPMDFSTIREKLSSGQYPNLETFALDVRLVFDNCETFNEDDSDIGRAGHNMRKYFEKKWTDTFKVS
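AlphaScreen displacement: compounds (up to 110uM) incubated 30 min at room temperature with a preformed 50 nM BAZ2B/50 nM biotinylated H3K14Ac peptide complex in PBS pH 7.4 with Tween-20. Donor and acceptor beads at 10 ug/mL final added, 20 min light-protected before reading.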
Pin1 inh: inhibitors of human Pin1; Q13526; Pin1 FP peptide displacement, HiFluor488, 10 min; Potency, µM (titrated, usually from 115 µM), for the others: top-dose activity, negative = inhibition, actives largely listed as inhibitors; hit rate 0.009% among 390,000; AID 504891; active means well fitted inhibition curve with a large enough effect in the polarisation, with a control signal flat, not every such curve was filed as active; inconclusive means small, poorly fitted or top-dose-only effect, or effect the other way, or a change in a side signal; inactive means no such curve, though single readings can be large or run the other way; the % refers to the polarisation; further: potency means the concentration at half of the fitted maximal effect; on the % scale 0 is the no-effect control and ±100 the full control effect
POLH inh: blocks human DNA polymerase eta activity; hit rate 1.2% among 390,000; Potency, µM (series often up to 114 µM), without a hit: top-dose activity change, negative = inhibition, most hits filed as inhibitors; Q9Y253; recombinant Pol eta, fluorescent DNA replication assay; further: potency means the concentration at half of the fitted maximal effect; on the % scale 0 is the no-effect control and ±100 the full control effect
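Pol eta at 10 nM preincubated with compounds 15 min at room temperature; reaction started with fluorescent substrate (50 nM final) and read kinetically at 0 and 10 min.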
JMJD2A Tudor inh: inhibitors of human JMJD2A Tudor domain | O75164 | AlphaScreen JMJD2A-Tudor / H3K4me3 peptide binding | Potency, µM (titrated, usually from 114 µM), for inactives: at the top dose activity change, negative = inhibition, hits mostly inhibitors | hit rate 4.4% among 390,000 | AID 504339; further: potency means the concentration at half of the fitted maximal effect; on the % scale 0 is the no-effect control and ±100 the full control effect; nearly all actives have a fitted effect of over 50% in size
HP1b chromo inh: blocks HP1-beta chromodomain binding to methylated histone tails; P83916; AlphaScreen HP1-beta / biotin-H3K9me3 peptide binding; Potency, µM (doses to about 114 µM), for inactives: at the top dose activity change, negative = inhibition, hits mostly inhibitors; hit rate 0.56% among 390,000; AID 540317; further: potency means the concentration at half of the fitted maximal effect; nearly all actives have a fitted effect of over 70% in size; inactives centre near 23
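HP1-beta protein (50 nM final) preincubated 30 min at room temperature with biotinylated H3(1-18)K9me3 peptide (50 nM) in PBS pH 7.4, 0.01% Tween-20, then compound added for 30 min. AlphaScreen streptavidin donor/nickel chelate acceptor beads (10 ug/mL final), 30 min dark, luminescence read.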
Tb PGK inh: T. brucei PGK inhibition; P07378; PGK/GAPDH coupled, Kinase-Glo luminescence, 60 min; Potency, µM (doses to about 57.5 µM), without a hit: at the highest dose activity change, negative = inhibition, hits mostly inhibitors; hit rate 0.043% among 380,000; AID 602233; further: potency means the concentration at half of the fitted maximal effect; on the % scale 0 is the no-effect control and ±100 the full control effect; nearly all actives have a fitted effect of over 60% in size
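Luminescent ATP detection (Kinase-Glo Plus) follows a 60-minute room-temperature incubation, with wells lacking PGK as controls. Buffer: 100 mM TEA (pH 7.6), 5 mM MgCl2, 0.01% Tween-20. Coupling enzyme GAPDH (100 nM final) supplies unstable 1,3-BPG in-well.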
GLS inhibitor: glutaminase GLS (human) inhibition. hit rate 0.21% among 410,000. GLS enzymatic activity, qHTS titration. O94925. Potency, µM (top dose mostly 45.5 µM), for inactives: top-dose activity change, negative = inhibition, usual class: inhibitors. AID 624170; further: potency means the concentration at half of the fitted maximal effect; on the % scale 0 is the no-effect control and ±100 the full control effect
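hKGA; 45 mM KH2PO4 pH 8.2 + 0.02% Tween-20; cpd via pin tool; 1 mM Gln soln; GluOx/HRP/Amplex Red; RT 30 min; fluor. t0 & final.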
Active calls of the source: *; i = inactive; ? = inconclusive; / = no result given; & = joins results of further samples; [ ] = another dose, or the depositor's remark. Unless noted, the call rests on the fitted dose curve; in most records, active means well fitted curve in the direction sought with a large enough effect; inconclusive means small, poorly fitted or top-dose-only effect, or another doubt; inactive means no such curve, though single readings can be large; an effect the other way counts as inactive or inconclusive.

SMILES	PI4K2A inh	G9a inh	BAZ2B block	Pin1 inh	POLH inh	JMJD2A Tudor inh	HP1b chromo inh	Tb PGK inh	GLS inhibitor
COC(=O)c1cc(S(=O)(=O)Nc2ccsc2C(=O)OC)oc1C	4	1%	-7%	1%	-4%	-15%	27%	-2%	4%
O=C(C[n+]1cccc(C(=O)N/N=C/c2cccc([N+](=O)[O-])c2)c1)c1ccccc1	-1	50µM*	-7%	1%	-8%	-32%	21%	11%	-5%
O=C(NCc1cccs1)C1CCN(S(=O)(=O)c2ccc(Cl)cc2)CC1	2	16%	-15%	-1%	-6%	-10%	-1%	i	4%
COc1ccc(C(=O)NCC(c2cccnc2)N2CCc3ccccc32)cc1 (stereo not drawn)	-11	?	-2%	1%	-28%	-22%	22%	4%	?
CC(C)c1ccc(NC2CCCN(C(=O)CCc3cn[nH]c3)C2)cc1 (stereo not drawn)	1	?	-21%	-7%	-22%	-22%	25%	9%	1%
COc1ccc(CC(=O)Nc2nc3ccc(F)cc3s2)cc1S(=O)(=O)N1CCOCC1	-2	?	-6%	1%	1%	-35%	17%	3%	19%
CN=C(Nc1cccc(OC)c1)SC1CC(=O)N(c2ccc(C(=O)O)cc2)C1=O (stereo not drawn)	-2	-1%[59 µM]	-5%	-4%	-14%	-11%	27%	-14%	1%
COc1ccccc1C(=O)C1CCCN(C(=O)CN2CCCCC2=O)C1 (stereo not drawn)	-1	-28%	0%	0%	-19%	1%	38%	-3%	0%
COC(=O)c1cn(NC(=O)Cn2nc([N+](=O)[O-])c(Br)c2C)c(=O)c2ccccc12	2	3%	-15%	9%	-5%	1%	-4%	6%	24%
COc1cccc(/C=C/C(=O)OCC(=O)NCC2CCCCC2)c1OC	-4	9%[12.7 µM]	-14%	3%	-6%	8%	39%[activator]	-10%	-1%
Cc1cc(C)cc(OCC(=O)Nc2ccc(F)cc2)c1	0	?	10%	1%	-14%	1%	43%[activator]	8%[11.5 µM]	3%
COc1ccccc1NC(=S)N(Cc1ccco1)Cc1cc2cc(C)cc(C)c2[nH]c1=O	-9	-11%[59 µM]	-9%	22%	-17%	-1%	27%	-1%	7%
O=c1n(Cc2ccc(F)cc2)c2ccccc2c2nc(-c3ccccc3)nn12	6	2%[59 µM]	-10%	-18%	-22%	-12%	41%[activator]	-8%	-7%
COC(=O)C1C(O)C(C)C(O)C(C)(O)/C=C\C=C(/C)C(=O)Nc2c(C)c(OC(C)=O)c3c(c2O)C(=O)C(C)=C2OCOC(=C23)/C(C)=C/C(C)(O)C(O)C(C)C1O (stereo not drawn)	-12	?	?	-6%	3%	-23%	-13%	-1%	3%
Cc1cc(C(C)(C)C)ccc1OC(=O)C1=CC=CN2CCS(=O)(=O)N=C12	0	?	15%	0%	-5%	-1%	24%	-5%	0%
CCCn1c(=O)c(C(=O)NCc2ccccn2)c(O)c2ccccc21	9	25%[12.7 µM]	9%	0%	-12%	5%	64%[activator]	-1%	4%
CC(C)CC(=O)NS(=O)(=O)c1ccc(N)cc1	3	2%[59 µM]	-11%	3%	-9%	-26%	24%	i	-18%
COc1ccc(N(C(C)C(=O)N(C)Cc2ccccc2)S(C)(=O)=O)cc1 (stereo not drawn)	-2	-8%	-3%	2%	-11%	7%	36%	i	-2%
COc1ccc2oc(C(=O)OCC(=O)Nc3ccccc3)c(C)c2c1	0	/	-2%	0%	?	-18%	19%	-3%	-1%
COc1ccccc1CNC(=O)CN1C(=O)NC2(CCCCCCC2)C1=O	4	/	/	-3%	-10%	-2%	19%[57 µM]	0%	-8%
O=C(CCSCCc1ccccn1)Nc1ccc(Br)cn1	0	-1%[59 µM]	5%	2%	4%	-18%	6%	-4%	-24%
O=C1NCCN1C(=O)C12CC3CC(CC(C3)C1)C2	10	120%[activator][59 µM]	-24%	0%	8%	-4%	28%	-3%	-4%
Cc1cc(CNCc2c(C(=O)N3CCCCCCC3)nc3ccc(Cl)cn23)nn1C	-2	-38%	-21%	1%	-16%	-11%	36%	-10%	-4%
O=C(COc1ccccc1)NCCn1ccc2ccccc21	1	-4%[59 µM]	-4%	-2%	0%	-10%	12%	/	1%
CC(C)CC(=O)NCCNC(=O)c1cc(OCC(F)(F)F)ccc1OCC(F)(F)F	-11	-4%[59 µM]	6%	1%	4%	-3%	29%	-8%	11%

Next structures.
SMILES	PI4K2A inh	G9a inh	BAZ2B block	Pin1 inh	POLH inh	JMJD2A Tudor inh	HP1b chromo inh	Tb PGK inh	GLS inhibitor
COc1ccc(C(=O)NCC(=O)N2CCN(C(=O)c3ccco3)CC2)cc1	1	32%	0%	?	-4%	-18%	12%[57 µM]	-6%	14%
O=C(CSc1ccccc1)Nc1ccc2c(c1)OCCO2	1	79µM*	-5%	3%	-22%	-10%	20%	1%	-9%
CCOC(=O)N1CCN(C(=O)CCN2C(=O)/C(=C\c3ccc(OC)c(OC)c3)SC2=S)CC1	2	/	/	/	-18%	/	/	-2%	1%
COc1ccc(CCNC(=O)CNC(=O)c2ccccc2Br)cc1OC	0	-11%	-3%	-3%	-3%	-13%	0%	i	-2%
CCOc1cc(N2CCOCC2)c(OCC)cc1NC(=O)c1cccc(S(=O)(=O)N2CCOCC2)c1	4	/	/	-2%	1%	?	-25%	-4%	38%[activator]
Cc1cccc(CCNC(=O)c2ccc(CSCc3cccc(Cl)c3)o2)c1	-3	1%[59 µM]	19%	13%	-9%	37%[activator]	38%[activator]	7%	19%
Cc1ccc(NC(=O)NCc2cccn2Cc2ccccc2)c(C)c1	-1	-2%[59 µM]	-12%	-2%	15%	-18%	23%	-6%	-2%
Cc1ccc(S(=O)(=O)N2CCOCC2)cc1C(=O)Nc1cc(S(=O)(=O)N2CCCCC2)ccc1O	4	/	/	-10%	-10%	?	7%	0%	15%
CNC[C@H](O)c1cccc(O)c1	1&-20&2	-8%&-8%&23%[59 µM]	-9%	-4%	-5%	-1%	54%[activator]	i	4%&18%
CC(=O)Nc1ccc(C(=O)OCc2ccccc2Cl)cc1	-4	19%[59 µM]	9%	-4%	-19%	-7%	40%[activator]	-6%	2%
COc1ccnc(CSC(N)=Nc2cccc(C(F)(F)F)c2)c1	-2	45µM*	35µM*	?	-8%	20µM*	?	-3%	9%
CCCCNC(=O)COC(=O)c1ccc(Cl)c(S(N)(=O)=O)c1	3	?	15%	3%	-5%	-7%	13%	2%	18%
COc1cc(/C=N/NC(=O)c2nonc2N)cc(OC)c1OC	1	19%	0%	-1%	-16%	0%	14%	6%	-1%
COCCn1c(C)cc(C(=O)CSc2nnnn2C2CCCC2)c1C	-3	?	-38%	-1%	-20%	-14%	4%	i	1%
CC(C)(C)OC(=O)NCCCCCO	-1	5%[59 µM]	-5%	0%	-5%	-12%	32%[activator]	4%	21%
Cc1ccc(SC/C(O)=C(\C#N)c2nc3ccccc3n2C)cc1	2	2%[12.7 µM]	-31%	?	-5%	-20%	33%	-8%	-8%
Cc1ccc(S(=O)(=O)N2CCN(C(=O)C3CCN(C(=O)c4ccccc4C)CC3)CC2)cc1C	-4	-6%	-17%	-9%	-11%	-13%	2%	-9%	-4%
CN(C1CCCCC1)S(=O)(=O)c1ccc2c(c1)c(=O)c(C(=O)NCCc1ccccc1)cn2C	0	-40%[59 µM]	/	0%	-20%	-18%	36%	-9%	-8%
Cc1ccc(OCCOCCn2c(-c3ccc(Cl)cc3)nc3ccccc3c2=O)cc1	-2	-7%[59 µM]	35%	0%	3%	30%	98%[activator]	i	-3%
CC1(C)C(c2ccco2)=[N+]([O-])C2(CCCCC2=O)N1O (stereo not drawn)	-3	?	-4%	-4%	-2%	17%	52%	-5%	47%[activator]
CCc1ccc(OCC(=O)NCC(c2ccc(OC)cc2)N2CCOCC2)cc1 (stereo not drawn)	0	-5%[59 µM]	-13%	-2%	-17%	-15%	16%	-7%	9%
CN(C)C(CNC(=S)Nc1cccc(Cl)c1)c1ccccc1 (stereo not drawn)	1	-6%[59 µM]	-29%	-4%	-8%	-16%	2%	-1%	0%
O=C(N/N=C/c1cc([N+](=O)[O-])ccc1O)c1ccc2c(c1)OCCO2	-4	5%[59 µM]	0%	11%	-9%	?	35%	i	0%
O=C(c1cnn2c(C(F)F)cc(-c3ccccc3)nc12)N1CCc2ccccc2C1	9	/	-6%	51%[activator]	-11%	-2%	23%	-3%	-5%
COc1ccccc1CCc1nnc(CCC(=O)NCC2CCCO2)o1 (stereo not drawn)	-23	-8%	-10%	-4%	-8%	-6%	23%	9%	-2%

(list continues)
SMILES	PI4K2A inh	G9a inh	BAZ2B block	Pin1 inh	POLH inh	JMJD2A Tudor inh	HP1b chromo inh	Tb PGK inh	GLS inhibitor
N#C/C(=C1\C(=O)Nc2c(Cl)cc(Cl)cc21)c1nnc2n1CCCCC2	-4	?	?	-7%	-8%	-7%	27%	-5%	23%
CC(C)(C)NC(=O)CSc1nnc(NC(=O)CCc2ccccc2)s1	2	18%	1%	-1%	3%	-15%	37%	5%	-1%
CCC1=C2CC[C@H]3C(=O)N(c4ccccc4)C(=O)[C@H]3[C@H]2[C@@]2(C)C(=NCC(=O)OC)OC(=O)N2C1=O	-2	-9%[12.7 µM]	7%	3%	-13%	-13%	31%	1%	0%
Cn1cc(C(=O)O)c(=O)c2cc(S(=O)(=O)N3CCOCC3)ccc21	0	-1%[59 µM]	-2%	-5%	-7%	-8%	9%	-3%	5%
CC(c1ccccc1C(O)c1ccccc1)N(C)C (stereo not drawn)	-2	/	3%	-4%	3%	-16%	31%	4%	19%

These rows are one share of the data (hit frequency here may not be typical).
